# High-throughput results (PubChem BioAssay)
# TR-FRET SRC-2 ct: flags TR-FRET format artefacts in PPARgamma SRC-2 recruitment agonist screen. TR-FRET artefact counter-screen; active compounds read high. 200,000 tested, 0.4% active. TR-FRET ratio at 8 µM; in the data active means TR-FRET ratio above about 2000; further: inactives centre near 1500
# PMI act hi M6P: activators of human phosphomannose isomerase at near-saturating mannose 6-phosphate; 190,000 tested, 0.34% active; P34949; activation factor at 20 µM; AID 1216; coupled PMI enzyme assay, resazurin fluorescence, 20 min; active compounds read high; 1 = untreated enzyme, 0 = substrate-free blank;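 active means activation factor of 2 or more at 20 µM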
# Target sequence (P34949 whole entry, looked up): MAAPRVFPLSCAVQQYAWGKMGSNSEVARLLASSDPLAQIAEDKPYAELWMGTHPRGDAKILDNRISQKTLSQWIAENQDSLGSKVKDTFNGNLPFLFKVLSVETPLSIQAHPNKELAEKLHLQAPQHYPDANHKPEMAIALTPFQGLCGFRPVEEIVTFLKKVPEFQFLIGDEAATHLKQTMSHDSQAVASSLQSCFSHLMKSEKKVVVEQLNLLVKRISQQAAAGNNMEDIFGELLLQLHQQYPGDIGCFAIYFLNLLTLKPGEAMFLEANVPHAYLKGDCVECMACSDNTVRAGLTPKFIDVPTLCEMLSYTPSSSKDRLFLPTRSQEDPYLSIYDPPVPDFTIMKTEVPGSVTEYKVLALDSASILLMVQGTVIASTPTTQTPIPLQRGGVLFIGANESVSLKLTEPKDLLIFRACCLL
#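 Test system: human PMI in coupled enzyme assay; Input: PMI at 15 ng/mL final; Medium: HEPES buffer, pH 7.4; Schedule: 20 min incubation at room temperature; Technique: resorufin fluorescence at Ex 544/Em 590 nm; Compound: 20 µM single dose; Probe or stimulus: Near-saturating mannose-6-phosphate, 1.0 mM.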
# PMI act: increases human mannose-6-phosphate isomerase activity; purified human PMI, coupled resazurin fluorescence, 20 min; active compounds read high; 1 = vehicle control, 0 substrate-free wells; activation factor at 20 µM; 190,000 tested, 0.005% active; AID 1214;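 active means activation factor of 2 or more at 20 µM, relative to plate controls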
# Diaphorase inh: inhibits diaphorase or chemically oxidizes, flagging diaphorase assay artifacts; diaphorase resazurin-to-resorufin fluorescence, NADH, 16 min; bacterial (C. kluyveri) enzyme, not human; inhibition, % at 20 µM; 190,000 tested, 0.69% active; AID 1217;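 active means primary screen inhibition at 20 µM above a set limit, cut at about 50% in these data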;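 further: plate controls were DMSO with full reaction for no effect and wells lacking NADH for full effect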
#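 Test system: Clostridium kluyveri diaphorase enzyme / Quantity: diaphorase at 0.14 U/mL in enzyme working solution / Incubation: 16-min room-temperature incubation before reading / Benchmarks: NADH-free wells as positive control, DMSO-only neutral wells / Signal: resorufin fluorescence 544/590 nm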
# G6PDH counter: inhibits Leuconostoc G6PDH, flagging false hits in G6PDH-based assays. Purified L. mesenteroides G6PDH, diaphorase/resazurin coupled fluorescence, 45 min. AID 1020. inhibition, % at 5 µM. 200,000 tested, 0.12% active; in the data active means inhibition above about 50%
# ROMK primary: modulates human ROMK potassium channel activity. 130,000 tested, 2% active. Tet-inducible ROMK, thallium flux fluorescence; actives lie on both sides. B-score at 10 µM. P48048;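 active means signal ratio slope over the read window, or its plate-corrected B-score, at least 3 SD from the plate mean, either direction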;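 further: B-score of the F/F0 ratio slope over 7 to 12 s after thallium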
# Target sequence (P48048 whole entry, looked up): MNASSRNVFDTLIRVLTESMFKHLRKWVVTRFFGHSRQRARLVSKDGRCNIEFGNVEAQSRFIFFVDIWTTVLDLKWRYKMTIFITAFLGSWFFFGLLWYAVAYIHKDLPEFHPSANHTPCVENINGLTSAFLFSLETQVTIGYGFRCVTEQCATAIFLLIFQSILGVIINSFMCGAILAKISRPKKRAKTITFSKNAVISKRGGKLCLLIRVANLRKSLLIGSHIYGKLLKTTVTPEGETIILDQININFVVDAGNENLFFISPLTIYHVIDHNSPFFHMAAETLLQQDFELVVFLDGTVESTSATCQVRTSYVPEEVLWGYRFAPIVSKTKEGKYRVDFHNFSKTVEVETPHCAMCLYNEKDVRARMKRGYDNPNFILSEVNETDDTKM
# PPARg SRC-1 ag: promotes SRC-1 coactivator recruitment by human PPARgamma. AID 631. PPARgamma-SRC-1 coactivator recruitment biochemical assay. 200,000 tested, 0.41% active. activation, % at 8 µM; in the data active means activation above about 19%;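 further: 0% = DMSO and 100% = reference agonist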
# PPARg SRC3 recr: agonists of human PPARgamma SRC-3 coactivator recruitment | activation, % at 8 µM | biochemical PPARgamma/SRC-3 coactivator recruitment assay | 200,000 tested, 0.26% active | AID 731; in the data active means activation above about 23%;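 further: 0% = DMSO and 100% = reference agonist; some compounds past the cut are filed as inactive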
# PPARg SRC-2 ag: PPARgamma-driven SRC-2 recruitment agonism; AID 1032; P37231; 200,000 tested, 0.34% active; PPARgamma LBD-SRC-2 recruitment, biochemical; activation, % at 8 µM; in the data active means activation above about 22%;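 further: 0% = vehicle and 100% = reference agonist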
# Diaph act CS: activates diaphorase or chemically reduces, flagging diaphorase assay artifacts; activation factor at 20 µM; 190,000 tested, 0.005% active; AID 1229; Diaphorase/resazurin coupled assay, resorufin fluorescence, 16 min; active compounds read high; 1 = vehicle wells, 0 = NADH-free wells;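 active means diaphorase activity raised at least twofold by the compound at 20 µM; inactive means activation factor below 2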
#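 Material: purified diaphorase enzyme from Clostridium kluyveri / Medium: HEPES pH 7.4 buffer with MgCl2 and Tween 20 / Schedule: enzyme reaction of 16 min at room temperature / Measured by: resorufin fluorescence, excitation 544 nm, emission 590 nm / Evaluation: rise in resorufin formation, marking diaphorase activation or chemical reduction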
# S1P3 antag: blocks the human S1P3 receptor; CHO S1P3 NFAT-BLA reporter, FRET fluorescence, antagonist mode; inhibition, % at 4.98 µM; 170,000 tested, 0.27% active;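 active means inhibition above the plate cutoff, the mean inhibition of test wells on that plate plus 3 SD, cut at about 28% in these data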;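 further: cells challenged with S1P at its EC80 of 0.8 µM; blue over green emission ratio from cleaved BLA substrate after 4 h stimulation; 0% = S1P-stimulated wells and 100% = unstimulated DMSO-only wells; some compounds past the cut are filed as inactive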
# An asterisk follows results filed as active; x = no result given.
1	O=C(CCn1c(=O)sc2ccccc21)NCc1ccccc1
2	Cc1ccc(Cl)cc1N1CCN(C(=O)CN(c2ccccc2)S(=O)(=O)N(C)C)CC1
3	COc1ccc(NC(=O)/C(=C\c2ccc3c(c2)OCO3)NC(C)=O)cc1
4	CC(=O)N1CCCc2cc(S(=O)(=O)N(C)Cc3ccccc3)ccc21
5	COc1cccc(/C=N/n2c(CO)nc3ccccc32)c1OC
6	CCC(O)c1c(-c2ccccc2)nn(C)c1Cl (stereo not given)
7	O=c1[nH]c(-c2ccc3c(c2)OCO3)nc2c1sc(=S)n2-c1ccccc1
8	CCNS(=O)(=O)c1ccc(NS(C)(=O)=O)cc1

compound no.,1,2,3,4,5,6,7,8
TR-FRET SRC-2 ct,1754,1513,1621,1562,1462,1548,1794,1229
PMI act hi M6P,1,1,1.1,0.9,1,1,1.1,1
PMI act,1,0.9,1,0.9,1,1,1.2,1
Diaphorase inh,10.8,14.6,-2.6,7.7,9.3,10.2,9.5,7.4
G6PDH counter,-0.1,-3.9,-6.2,-5.9,13.3,-0.9,-0.3,5.9
ROMK primary,x,-2.32,x,x,x,x,-0.056,x
PPARg SRC-1 ag,2.2,-0.4,5.8,2.9,0.8,10.5,-1.6,2.2
PPARg SRC3 recr,15.6,4.1,3.9,16.5,-8.2,-1.8,-2.5,-6.5
PPARg SRC-2 ag,3.0,-3.4,2.0,4.1,-1.3,-0.3,10.2,-9.7
Diaph act CS,0.9,0.9,1,0.9,0.9,0.9,0.9,0.9
S1P3 antag,-34.2,-1.6,-8.9,24.7,31.3,9.8,-15.4,x

9	O=C(NCCN1CCOCC1)c1cc(=O)[nH]c2ccc(Br)cc12
10	Cc1ccc(OCCCCNC2CCCCC2)c(C)c1
11	CCNC(=O)COc1ccc(S(=O)(=O)Nc2ccccc2)cc1
12	NC(=S)Nc1cccc2cc3ccccc3cc12
13	OC(COCc1ccccc1)Cn1cnc2ccccc21 (stereo not given)
14	Cc1cccc(COc2ccccc2/C=N/Nc2ccc([N+](=O)[O-])cc2)c1
15	CCc1c(C(=O)Nc2ccc(OC)cc2)[nH]c(C)c1C(C)=O
16	CC(C(=O)NCCN1C(=O)S/C(=C\c2cccs2)C1=O)N1C(=O)c2ccccc2C1=O (stereo not given)

compound no.,9,10,11,12,13,14,15,16
TR-FRET SRC-2 ct,1417,1521,1576,1632,1545,1677,1545,1342
PMI act hi M6P,1.1,0.9,1.1,1.1,1.1,0.9,0.9,1
PMI act,1,1,1,1.1,1,0.9,1,0.9
Diaphorase inh,7.0,-2.0,7.3,43.5,3.5,16.5,12.4,3.0
G6PDH counter,-3.5,9.4,9.3,30.0,2.1,-9.0,5.5,9.7
ROMK primary,x,-0.707,x,-1.84,x,-0.601,x,x
PPARg SRC-1 ag,8.8,1.9,0.1,13.7,10.6,0.6,1.2,-4.8
PPARg SRC3 recr,3.7,3.0,5.1,15.9,12.6,4.9,2.8,-6.4
PPARg SRC-2 ag,-1.5,5.9,3.7,22.3*,2.2,3.3,5.6,-4.5
Diaph act CS,0.9,1,0.9,0.6,1,0.8,0.9,1
S1P3 antag,13.2,-3.1,x,x,x,x,2.6,-10.7

17	O=C(NCCc1ccccc1)C(=O)NCC(c1ccco1)N1CCOCC1 (stereo not given)
18	O=C(NC1CCCC1)C1(c2ccccc2)CCN(S(=O)(=O)c2ccccc2)CC1
19	Clc1ccc(CNCc2cccs2)cc1Cl
20	COC(=O)c1[nH]c2ccc(Br)cc2c1NC(=O)CN1CCCCC1CCO (stereo not given)
21	Cc1ccc(NC(=O)CN2CCC(C(=O)c3ccc(F)cc3)CC2)cc1
22	COc1ccc(-c2csc(/C(C#N)=C\c3cccc([N+](=O)[O-])c3)n2)cc1
23	COc1ccc2c(c1)C1=NN(/C(C)=C\C(C)=O)C(c3ccccc3)C1CC2 (stereo not given)
24	Cc1cc2c(=O)n(Cc3ccco3)c(SCC(=O)NCc3ccco3)nc2s1

compound no.,17,18,19,20,21,22,23,24
TR-FRET SRC-2 ct,1563,1432,1328,1524,1632,1352,1625,1620
PMI act hi M6P,1,1,1.1,1,1,1,0.5,0.9
PMI act,1.1,1,1.1,1,1,1,0.8,0.9
Diaphorase inh,3.8,12.0,16.4,9.6,14.3,0.7,25.2,28.9
G6PDH counter,0.8,3.9,0.6,2.3,-4.0,-25.1,19.4,-31.9
ROMK primary,-0.364,x,0.0255,x,x,x,-0.669,1.05
PPARg SRC-1 ag,7.7,0.8,11.8,9.7,8.5,14.8,2.9,3.2
PPARg SRC3 recr,3.8,-0.6,0.7,16.4,-2.5,-10.1,10.1,2.3
PPARg SRC-2 ag,-1.5,1.8,-5.5,16.1,4.6,0.4,13.7,4.1
Diaph act CS,1,0.9,0.8,0.9,0.9,1,0.7,0.7
S1P3 antag,1.0,x,-3.8,x,x,-4.0,x,-9.0

# Overlap with the part before: 3 compounds, then new ones.
22	COc1ccc(-c2csc(/C(C#N)=C\c3cccc([N+](=O)[O-])c3)n2)cc1
23	COc1ccc2c(c1)C1=NN(/C(C)=C\C(C)=O)C(c3ccccc3)C1CC2 (stereo not given)
24	Cc1cc2c(=O)n(Cc3ccco3)c(SCC(=O)NCc3ccco3)nc2s1
25	CC1Cc2ccccc2N1C(=O)C1CCCN(S(=O)(=O)c2cccc3cccnc23)C1 (stereo not given)
26	Cc1nnc(SCC(=O)Nc2ncc(S(=O)(=O)c3ccc([N+](=O)[O-])cc3)s2)s1
27	COc1cc2c(cc1OC)C(c1ccccc1O)N(C1CC(=O)N(c3ccccc3)C1=O)CC2 (stereo not given)
28	COc1cccc(C2CC(c3cccs3)=NN2C(=O)CSc2nc3ccccc3o2)c1OC (stereo not given)
29	N#CCC(=O)N/N=C/c1ccc(OS(=O)(=O)c2ccccc2)cc1
30	COc1ccc(-c2cnnn2-c2ccc(NC(=O)/C=C/c3ccc(OC)c(OC)c3)cc2)cc1
31	O=C(CSc1ccccc1)Nc1nc2ccccc2[nH]1
32	COc1ccc(/C=C/C(=O)NC(C)(C)C)cc1S(=O)(=O)N1CCOCC1

compound no.,22,23,24,25,26,27,28,29,30,31,32
TR-FRET SRC-2 ct,1352,1625,1620,1534,1468,1560,1570,1507,1673,1350,1542
PMI act hi M6P,1,0.5,0.9,0.9,0.9,1.1,1,0.9,0.9,0.9,0.9
PMI act,1,0.8,0.9,0.9,1.1,1.1,0.8,0.9,0.9,0.9,0.9
Diaphorase inh,0.7,25.2,28.9,25.0,5.6,8.1,11.7,14.6,17.1,15.8,14.5
G6PDH counter,-25.1,19.4,-31.9,8.3,-1.1,10.9,-19.2,-6.9,-19.4,-20.2,-3.8
ROMK primary,x,-0.669,1.05,x,x,x,x,x,x,x,x
PPARg SRC-1 ag,14.8,2.9,3.2,4.8,0.1,7.9,13.5,1.1,1.2,1.1,7.9
PPARg SRC3 recr,-10.1,10.1,2.3,-0.7,0.4,-0.6,-7.0,4.5,2.5,2.2,-3.6
PPARg SRC-2 ag,0.4,13.7,4.1,7.2,-5.5,5.5,-1.3,3.2,13.8,-5.2,-0.9
Diaph act CS,1,0.7,0.7,0.8,0.9,0.9,0.9,0.9,0.8,0.8,0.9
S1P3 antag,-4.0,x,-9.0,81.7*,-6.8,-44.3,1.4,x,-9.1,4.6,-6.6

33	CCN(CC)CCNCc1cc(Cl)ccc1OCc1ccccc1F
34	CC(OC(=O)CNS(=O)(=O)/C=C/c1ccccc1)C(=O)Nc1ccc(S(=O)(=O)N2CCCC2)cc1 (stereo not given)
35	S=C(NCc1ccncc1)Nc1ccc(Cl)cc1
36	O=C(CN1CCN(Cc2ccc3c(c2)OCO3)CC1)Nc1ccc2c(c1)OCO2
37	O=C(OCc1ccccc1Cl)c1ccc(-n2cnnc2)cc1
38	COc1ccc(Br)cc1/C=C\C(=O)NCc1cccnc1
39	O=C(NCCN1CCCCCC1)C1CCN(S(=O)(=O)N2CCOCC2)CC1
40	Cc1c(Br)c(C(N)=O)nn1C

compound no.,33,34,35,36,37,38,39,40
TR-FRET SRC-2 ct,1503,1493,1480,1511,1526,1568,1538,1502
PMI act hi M6P,1,0.8,1.1,1,1.1,0.9,1,1
PMI act,1,0.8,1.1,0.9,1.1,1.1,1,1.1
Diaphorase inh,3.6,22.6,9.0,8.9,-18.8,7.6,-17.1,-3.1
G6PDH counter,11.4,10.5,3.5,2.5,10.3,11.4,-4.0,0.4
ROMK primary,-0.667,0.606,0.469,-0.643,x,x,0.0427,0.362
PPARg SRC-1 ag,1.4,-2.9,0.4,-1.9,2.5,9.4,6.0,2.5
PPARg SRC3 recr,-0.9,-1.8,3.2,-1.7,6.2,5.6,-5.6,-2.0
PPARg SRC-2 ag,4.8,-5.5,-0.7,0.5,2.6,0.4,0.1,3.0
Diaph act CS,1,0.8,0.9,0.9,1.2,0.9,1.2,1
S1P3 antag,-6.0,0.5,9.4,x,6.9,3.6,4.0,x

41	CCOC(=O)c1ccccc1NC(=O)c1c(O)c2ccccc2n(CC)c1=O
42	Cn1cnc([N+](=O)[O-])c1Nc1ccccc1O
43	COC(=O)c1c(C)[nH]c(C(=O)OCC(=O)NCC(C)C)c1C
44	CN(C)c1nc(-c2ccccc2)nc(-c2ccc(Cl)cc2)c1C#N
45	COc1ccc(OC)c(NC(=O)CCc2c[nH]c3ccccc23)c1
46	COc1ccccc1NC(=O)CC1SC(=N)N(c2ccccc2)C1=O (stereo not given)
47	O=C(NC1CC1)C1=C[C@@H](C2CCCCC2)C[C@@H](OCc2ccc(CO)cc2)O1
48	Cc1ccc2nc3sc(C(=O)Nc4c(C)[nH]c(=O)[nH]c4=O)c(N)c3cc2c1
49	Cc1cc([N+](=O)[O-])nn1CC(=O)NNC(=S)Nc1ccc(Cl)cc1

compound no.,41,42,43,44,45,46,47,48,49
TR-FRET SRC-2 ct,1500,1408,1364,1605,1421,1408,1675,1632,1685
PMI act hi M6P,1,0.8,1,0.9,1,0.9,1,1,1
PMI act,0.9,0.9,1.1,0.9,1,1,1,0.8,1
Diaphorase inh,14.1,11.0,8.7,2.5,6.2,6.6,10.7,19.4,18.5
G6PDH counter,-13.0,11.0,11.5,1.4,11.1,16.3,0.4,15.2,0.0
ROMK primary,x,1.1,-1.08,0.317,-0.0415,-0.635,x,x,x
PPARg SRC-1 ag,4.9,1.0,-5.3,12.8,-3.2,2.0,6.6,2.6,12.6
PPARg SRC3 recr,6.5,9.5,-0.8,0.4,-0.8,1.6,-2.5,2.4,12.6
PPARg SRC-2 ag,-0.8,3.0,-1.8,8.1,-6.3,0.9,-1.5,8.1,9.4
Diaph act CS,0.9,0.9,0.9,1,0.9,0.9,0.9,0.8,0.8
S1P3 antag,-11.3,x,x,x,-18.2,-18.1,-6.2,3.1,x
